# zfTRPN1 agonist = zebrafish TRPN1 (NompC) channel agonism; HEK293 zebrafish TRPN1-YFP, Fluo-8 calcium fluorescence; 100% = response to 87 µM carbachol; activation, % at 3 µM; hit rate 0.18% among 220,000;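 active means activation above its plate's cutoff, the mean activation of test wells on that plate plus 3 SD, cut at about 19% in these data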;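 further: 0% = DMSO alone and 100% = 87 µM carbachol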
#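 Material: zebrafish TRPN1-YFP in HEK293 cells. Doses: one dose of 3 µM, 0.3% DMSO. Incubation: dye 1 h 37 °C plus 30 min RT. Measured by: intracellular calcium fluorescence with Fluo-8.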
# PPC-1+TRAIL kill = compounds killing PPC-1 cancer cells with TRAIL present (potentiator screen, no TRAIL-free arm); PPC-1 cells + TRAIL, ATPLite viability luminescence; cell killing (% activity), % at 4 µM; hit rate 0.41% among 220,000; AID 1443;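 active means cell killing above 50% in the first pass at 4 µM, then a duplicate retest at 5 µM averaging 50% or more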;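 further: plate controls were cells with TRAIL plus DMSO for no effect and medium-only wells lacking cells for full effect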
# Wee1 degr inh = inhibitors of human Wee1 degradation. P30291. HeLa Luc-Wee1K328M stability, luciferase luminescence; 100% = proteasome inhibitor MG132 effect. reporter increase, % at 5 µM. hit rate 1.2% among 220,000. AID 1321;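 active means activation above the mean of all tested compounds plus 3 SD, set per screening run, cut at about 8.8% in these data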;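 further: cells exposed to compound for 20 h before luminescence read; 0% = DMSO alone and 100% = MG132 at 30 µM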
# Target sequence (P30291 whole entry K328M): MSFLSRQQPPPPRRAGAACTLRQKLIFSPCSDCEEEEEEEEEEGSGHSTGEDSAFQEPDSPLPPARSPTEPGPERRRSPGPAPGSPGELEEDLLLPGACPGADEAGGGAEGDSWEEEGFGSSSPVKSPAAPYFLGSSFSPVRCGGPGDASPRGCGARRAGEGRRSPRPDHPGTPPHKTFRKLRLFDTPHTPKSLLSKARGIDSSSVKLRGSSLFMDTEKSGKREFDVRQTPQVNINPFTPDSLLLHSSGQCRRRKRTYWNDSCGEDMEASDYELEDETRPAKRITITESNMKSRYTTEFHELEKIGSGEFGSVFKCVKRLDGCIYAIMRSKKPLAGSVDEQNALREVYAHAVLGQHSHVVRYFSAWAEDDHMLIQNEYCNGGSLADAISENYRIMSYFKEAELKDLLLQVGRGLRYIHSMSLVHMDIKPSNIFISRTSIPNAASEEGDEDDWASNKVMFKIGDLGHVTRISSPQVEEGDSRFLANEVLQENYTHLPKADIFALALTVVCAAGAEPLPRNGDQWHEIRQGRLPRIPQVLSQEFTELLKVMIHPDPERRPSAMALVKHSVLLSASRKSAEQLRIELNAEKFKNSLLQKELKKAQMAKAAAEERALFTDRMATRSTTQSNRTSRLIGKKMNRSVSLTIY
# Ba/F3 V617F tox = reduce viability of Ba/F3 cells dependent on JAK2V617F. hit rate 1.1% among 220,000. Ba/F3 EpoR-JAK2V617F viability, ATP luminescence. inhibition, % at 5.6 µM;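 active means inhibition above the campaign mean plus 3 SD over all tested compounds, cut at about 24% in these data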;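 further: cytokine-independent growth of Ba/F3 cells driven by EpoR plus mutant JAK2; 0% = DMSO-treated cells and 100% = JAK inhibitor I control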
# RBBP9 inhibitor = human RBBP9 hydrolase inhibition; inhibition, % at 7.94 µM; hit rate 0.2% among 220,000; AID 1515; O75884; recombinant RBBP9, FP-Rh probe fluorescence polarization;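 active means inhibition above the campaign mean of all tested compounds plus 3 SD, cut at about 14% in these data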;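 further: plate controls were DMSO wells with RBBP9 for no effect and wells lacking RBBP9 protein for full effect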
# Target sequence (O75884 whole entry, looked up): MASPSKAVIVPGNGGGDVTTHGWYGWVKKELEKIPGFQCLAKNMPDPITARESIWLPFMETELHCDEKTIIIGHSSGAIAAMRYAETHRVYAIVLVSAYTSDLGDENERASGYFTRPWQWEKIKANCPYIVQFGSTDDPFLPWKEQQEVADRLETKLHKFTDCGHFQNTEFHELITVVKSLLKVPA
#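 System: RBBP9 protein / Quantity: 2.5 µM RBBP9 dispensing solution, before mixing / Also added: Serine-hydrolase probe FP-Rh, 375 nM pre-mixing / Dosing: 7.94 µM single dose, 0.794% DMSO / Timing: enzyme-compound preincubation 30 min, then probe labeling 45 min, 25 °C / Signal: FP readout at 525/598 nm / Controls: DMSO-treated enzyme wells and wells lacking RBBP9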
# CHOP inhibitor = inhibitors of CHOP induction in ER stress response; CHO-K1 CHOP-promoter luciferase, tunicamycin-induced, 15-18 h; inhibition, % at 10 µM; hit rate 3.8% among 220,000; AID 2732;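 active means compounds that reduced the stress-induced luciferase reporter signal by more than about 70% of percent inhibition, limit read from the data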;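 further: 0% = tunicamycin plus vehicle and 100% = wells without tunicamycin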
# BaF3 tox = parental Ba/F3 viability inhibition as JAK2V617F counter-screen; CellTiter-Glo ATP luminescence; inhibition, % at 5.6 µM; hit rate 1.1% among 220,000; AID 1486;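 active means inhibition above a per-campaign cutoff, the mean inhibition of all tested compounds plus 3 SD, cut at about 27% in these data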;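 further: 0% = DMSO wells and 100% = JAK Inhibitor I control wells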
# TNF necrop inh = inhibitors of TNF-alpha induced necroptosis in Jurkat FADD-/- cells; Jurkat FADD-/- TNF necroptosis rescue, ATP luminescence, 24 h; 0 = TNF only, 100 = no-TNF cells; activation (protection from cell death), % at 10 µM; hit rate 0.068% among 220,000; AID 463075;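 active means activation, meaning protection from cell death, of at least 50% relative to plate controls; inactive means activation below 50%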;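 further: necroptosis triggered by 40 ng/mL TNF-alpha added together with compound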
# TRPML3 agonist = human mucolipin-3 channel agonism; Q8TDD5; HEK293 TRPML3-YFP, Fluo-8 calcium fluorescence; 100% = the carbachol control signal; activation, % at 3 µM; hit rate 0.29% among 220,000;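 active means activation above its plate's cutoff, the mean activation of the plate's test wells plus 3 SD, cut at about 12% in these data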;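 further: 0% = DMSO only wells and 100% = carbachol wells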
#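 Test system: TRPML3-YFP stable HEK293 cells. Doses: single point at 3 µM. Incubation: dye loading 1 h 37 °C then 30 min ambient, 125 s read. Signal: Fluo-8 calcium dye fluorescence, ex 470-495, em 515-575 nm. Measure: percent activation from peak-to-basal fluorescence ratio, scaled between DMSO and carbachol.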
# * marks the source's active call; other numbers are inactive results; . = no result given.
SMILES,zfTRPN1 agonist,PPC-1+TRAIL kill,Wee1 degr inh,Ba/F3 V617F tox,RBBP9 inhibitor,CHOP inhibitor,BaF3 tox,TNF necrop inh,TRPML3 agonist
CCOC(=O)NC(c1ccc(C(C)C)cc1)C(Cl)(Cl)Cl (stereo not given),-0.8,4,-2,-3,1,48,2,-0.1,0.8
COc1ccc(/C(O)=C2\C(=O)C(=O)N(CCN3CCOCC3)C2c2ccccc2OC)cc1 (stereo not given),-0.7,20,-3,-5,0,-17,2,1.4,0.0
Cc1ccc(-c2cc(Cc3ccccc3)c(=O)[nH]n2)cc1,-1.9,5,-1,-2,-9,4,2,0.1,-1.7
COc1ccc(/C(C)=N/N=C2/NC(=O)CC(C(=O)O)S2)cc1F (stereo not given),0.1,10,-1,2,-8,-3,-9,-0.5,0.1
O=S1(=O)N=C(Nc2nncs2)c2ccccc21,-0.2,2,7,-2,-3,-7,2,-0.3,0.8
Cc1cc(C)nc(Sc2ccc([N+](=O)[O-])cc2[N+](=O)[O-])n1,-1.2,-5,3,-5,-7,-9,-1,3.2,1.5
COc1ccc(-c2noc(COc3ccccc3OC)n2)cc1OC,-0.6,4,6,3,0,17,6,0.7,-0.3
O=C(NC(N1CCOCC1)C(Cl)(Cl)Cl)c1ccco1 (stereo not given),1.8,14,0,-1,4,-15,2,1.2,-0.6
CCOC(=O)C1(CCSC)NC(c2ccco2)C2C(=O)N(CC)C(=O)C21 (stereo not given),1.1,9,2,2,-2,5,2,-0.7,1.2
Cc1cccc(-c2ncc(CN3CCC(CO)(CCCc4ccccc4)CC3)cn2)c1,2.4,16,-1,-2,-3,26,6,2.2,2.8
Cc1cc(C)cc(OCC(=O)NCCN2CCOCC2)c1,0.5,20,-1,3,-8,3,8,-2.3,-0.1
CC(C)C(NC(=O)C12CC3CC(CC(C3)C1)C2)C(=O)O (stereo not given),-0.2,24,-2,3,-11,-1,3,-11,0.2
Cc1ccc(NC(=O)Cn2cc(S(=O)(=O)c3ccccc3)c(=O)c3cc(F)ccc32)cc1,-0.8,3,0,-4,-3,13,2,2.1,0.1
COc1ccc2nc(NNC(=O)COc3ccccc3)sc2c1,-1.5,6,-1,-3,-9,-12,6,0.0,-0.2
CCC(=O)NCCCCCCNC(=O)CC,-0.8,14,-1,-3,-7,14,3,0.6,0.7
COc1ccccc1C(=O)Nc1ccc(C(=O)/C=C/c2cccs2)cc1,0.0,5,-2,-3,-17,28,-1,1.4,0.9
O=C(C[N+]1(CC#Cc2ccccc2)CCCCC1)c1ccccc1,0.7,28,3,25*,5,-9,34*,0.8,0.2
Nc1cc(Cl)ccc1Oc1ccc(Cl)cc1,-3.1,14,0,4,3,96*,2,-3.2,-0.7
CCN1/C(=C/c2ccc3ccccc3[n+]2CC)C=Cc2ccccc21,-0.9,39,0,99*,-13,.,92*,-9.8,0.2
CCCCCCCN=C(C)c1ccccc1O,1.0,8,3,-3,-9,-7,-1,-0.1,0.3
COc1cc(-c2nc(-c3ccc4c(c3)-c3ccccc3S4(=O)=O)c(-c3ccccc3)[nH]2)cc(OC)c1OC,0.4,49,-1,0,-4,46,7,-12,0.2
O=C(NCCn1cc(SCc2ccccc2)c2ccccc21)c1c(F)cccc1F,-1.0,-10,0,-2,-7,16,7,-1.0,0.8
O=C(CNS(=O)(=O)c1c(Cl)cccc1Cl)OCC(=O)N1CCN(c2ccccc2)CC1,0.7,3,-1,-1,-9,34,3,1.2,0.9
CC(=O)Nc1ccc(S(=O)(=O)NCCOc2ccc(Cl)cc2C)cc1,0.8,-25,0,-1,-7,40,6,0.2,1.9
O=C(NCc1ccco1)c1nn2c(C(F)(F)F)cc(-c3cccs3)nc2c1Br,-2.2,22,-1,3,1,42,3,1.0,0.0

# Exported with two lines to a compound: entries from further up.
# Below each compound: zfTRPN1 agonist	PPC-1+TRAIL kill	Wee1 degr inh	Ba/F3 V617F tox	RBBP9 inhibitor	CHOP inhibitor	BaF3 tox	TNF necrop inh	TRPML3 agonist
> COc1ccc(/C(O)=C2\C(=O)C(=O)N(CCN3CCOCC3)C2c2ccccc2OC)cc1 (stereo not given)
 : -0.7	20	-3	-5	0	-17	2	1.4	0.0
> O=C(NCc1ccco1)c1nn2c(C(F)(F)F)cc(-c3cccs3)nc2c1Br
 : -2.2	22	-1	3	1	42	3	1.0	0.0
> Cc1cc(C)nc(Sc2ccc([N+](=O)[O-])cc2[N+](=O)[O-])n1
 : -1.2	-5	3	-5	-7	-9	-1	3.2	1.5
> Cc1ccc(-c2cc(Cc3ccccc3)c(=O)[nH]n2)cc1
 : -1.9	5	-1	-2	-9	4	2	0.1	-1.7

# (listing goes on)
SMILES,zfTRPN1 agonist,PPC-1+TRAIL kill,Wee1 degr inh,Ba/F3 V617F tox,RBBP9 inhibitor,CHOP inhibitor,BaF3 tox,TNF necrop inh,TRPML3 agonist
CN(C(=O)CSc1nc(-c2ccccc2)cn1N)C(c1ccccc1)c1ccccc1,-1.0,-3,-2,3,-6,51,8,-5.7,0.5
COc1cccc(CN2C(=O)Nc3ccccc3C(=O)N2C(C)(C)C)c1,2.7,20,-1,0,-11,-5,3,-0.2,0.2
COC(=O)c1cc2ccsc2n1Cc1cc(=O)n2ccccc2n1,1.8,7,1,-2,2,.,0,-1.8,-0.4
CCOc1ccccc1NC(=O)C1CCN(c2ccc(S(=O)(=O)N3CCCC3)cc2)CC1,0.5,8,-2,0,-2,-2,3,5.2,20*
CCN(CC(=O)Nc1ccccc1OC)CC(=O)Nc1ccccc1-c1ccccc1,-2.1,-6,2,2,3,0,2,-5.2,0.0
c1ccc(Cn2nnnc2C(c2ccccn2)N2CCOCC2)cc1 (stereo not given),-1.4,31,6,-2,-7,30,5,-1.4,1.1
CC1=C(Sc2ccccn2)C(=O)NC(C)(C)C1,1.5,18,-1,-3,7,22,4,-2.1,0.1
C/C(=N\NC(=S)NC1CCCCC1)c1ccc(C#N)cc1,1.8,8,6,5,1,49,8,0.1,0.1
CCCOc1cccc(C(=O)O)c1,2.1,1,-2,1,-3,21,6,0.9,1.1
COc1cccc(CC(NC(C)=O)C(=O)NC2CCN(C(=O)C3CC3)CC2)c1OC (stereo not given),-0.2,6,-1,-2,-7,0,2,-0.6,1.3
CCn1cc(C(=O)NCc2cccnc2)c(=O)c2cc(F)c(N3CCN(C(=O)c4ccco4)CC3)cc21,-0.5,-11,1,0,2,23,7,-6.6,0.8
CCc1cn([C@H]2C[C@H](O)[C@@H](CO)O2)c(=O)[nH]c1=O,0.9,8,-1,4,-2,-6,6,-5.3,0.9
CCOC(=O)CSc1nc2c(c(=O)n(C)c(=O)n2C)n1Cc1ccccc1F,-0.4,5,-2,-2,-3,-7,5,1.1,-0.7
COc1ccc(CNC(=O)CSc2n[nH]c(C)c2[N+](=O)[O-])cc1,1.5,4,3,-1,2,-34,3,1.1,0.1
COc1ccc(OC)c(C2C(C(C)=O)=C(O)C(=O)N2CCc2ccc(OC)c(OC)c2)c1 (stereo not given),1.5,22,-3,4,-13,-4,2,-1.6,0.4
COc1cc(CNc2ccc(S(N)(=O)=O)cc2)ccc1OCC(=O)NC1CCCCC1,1.8,7,-1,2,-5,-1,4,1.6,0.7
O=c1cc(C(F)(F)F)[nH]c(=O)n1C1CCCCC1,-0.1,20,0,-6,4,37,1,-3.0,0.0
Cc1ccc2nc(N3CCN(C)CC3)c(C#N)cc2c1,0.1,12,-2,-5,0,11,0,0.9,0.7
CC(C)c1cc(=O)oc2c3c4c(cc12)CCCN4CCC3,0.2,4,3,0,2,28,6,-0.6,-0.1
O=C1NC(CCc2ccccc2)C(=O)N1Cc1cccc2ccccc12 (stereo not given),-1.1,13,-1,-2,-2,44,1,1.7,-0.3
CCOCCn1c(CN2CCN(c3ccccc3)CC2)nc2c1c(=O)n(C)c(=O)n2C,0.8,.,11*,-2,7,.,5,0.5,-0.5
Cc1cc(C)c(NC(=O)COC(=O)/C=C/c2cccs2)c(C)c1,-0.4,-21,-3,1,-11,41,6,1.4,0.9
CCCn1cc2c(c1-c1ccc(C)cc1)c(=O)n(C)c(=O)n2C,-2.1,-2,3,0,-6,7,6,-0.3,-0.8
CC1CCN(C(=O)CN(c2ccc3c(c2)OCO3)S(C)(=O)=O)CC1,3.0,18,-3,0,1,9,5,2.7,1.6
Cc1cccc(OCC(=O)N2CCN(C(=O)c3ccco3)CC2)c1,0.6,-1,1,6,-7,-5,9,-0.7,0.1
Cc1ccc(S(=O)(=O)N/N=c2\oc3ccccc3cc2C(=O)Nc2cccc(C)c2)cc1,-1.5,13,0,2,-12,24,8,0.5,0.6
NS(=O)(=O)c1ccc(NC(=O)COC(=O)c2cnccn2)cc1,0.7,24,1,-1,-2,-2,0,-0.2,0.9
O=C(Nc1cccc(C(F)(F)F)c1)C1CCCN1S(=O)(=O)c1cccc2cccnc12 (stereo not given),2.9,-5,-1,0,-4,57,4,-6.0,0.9
CCCCOc1ccc(C(=O)N/C(=C\c2ccc([N+](=O)[O-])cc2)C(=O)OCc2ccco2)cc1,-0.3,21,0,3,-7,14,14,2.1,0.2
CC(=O)c1ccc2cccc3c2c1N=CN3C,1.4,11,-3,50*,1,-4,11,-5.8,-0.5

# Whole records as entered above:
# Record of `NS(=O)(=O)c1ccc(NC(=O)COC(=O)c2cnccn2)cc1` : zfTRPN1 agonist = 0.7; PPC-1+TRAIL kill = 24; Wee1 degr inh = 1; Ba/F3 V617F tox = -1; RBBP9 inhibitor = -2; CHOP inhibitor = -2; BaF3 tox = 0; TNF necrop inh = -0.2; TRPML3 agonist = 0.9
# Record of `CCCCOc1ccc(C(=O)N/C(=C\c2ccc([N+](=O)[O-])cc2)C(=O)OCc2ccco2)cc1` : zfTRPN1 agonist = -0.3; PPC-1+TRAIL kill = 21; Wee1 degr inh = 0; Ba/F3 V617F tox = 3; RBBP9 inhibitor = -7; CHOP inhibitor = 14; BaF3 tox = 14; TNF necrop inh = 2.1; TRPML3 agonist = 0.2

# Screening data deposited in PubChem BioAssay by several laboratories.
